IL1B NFkB inh: blocks IL-1B driven NFkB nuclear translocation in HUVEC cells | HUVEC IL-1B NFkB p65 nuclear translocation imaging | inhibition, % at 2 µM | hit rate 0.43% among 94,000;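 active = inhibition above about 30% together with a positive call from visual inspection of the well image, limit read from the data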;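 note: nuclear over cytoplasmic p65 intensity ratio measured by imaging; 0% = IL-1B stimulated DMSO wells and 100% = unstimulated DMSO wells; values of inactives mirror those of a sister screen read the other way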
MRP resist rev: reverses drug resistance mediated by MRP. differential viability (reversal), % at 10 µM. hit rate 0.04% among 85,000. AID 602. H69AR cells + 2 uM doxorubicin, CellTiter-Glo, 72 h;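 active = viability drop by adding the cancer drug above about 55%, with treated viability meeting a 40% cutoff, limit read from the data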;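 note: viability without doxorubicin minus viability with 2 µM doxorubicin for each compound; larger differential means the compound sensitizes cells more to doxorubicin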
IL1B NFkB pot: enhances IL-1B driven NFkB nuclear translocation | activation, % at 2 µM | AID 819 | hit rate 0.3% among 94,000 | HUVEC IL-1B NFkB p65 nuclear translocation imaging;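 active = activation above 40%, about the mean plus 3 SD, also judged a hit on visual image review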;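 note: percent activation is computed from the nuclear over cytoplasmic p65 intensity ratio; values of inactives mirror those of a sister screen read the other way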
PLAP inhibition: PLAP enzyme inhibitors, biochemical, luminescence, HTS (AID 690); purified PLAP, luminescent substrate; higher % means a stronger effect; inhibition, % at 20 µM; hits with a dose series show IC50 in µM; hit rate 0.08% among 96,000; in the data active = a potency from the dose series; inactive = the rest, 99 in 100 with inhibition below about 30%; note: strong numbers were not always called active
Bcl-B TR3 displacers: displacers of TR3 peptide from Bcl-B, primary screen, selectivity assay for Bfl-1 inhibitor project, biochemical, fluorescence polarization. hit rate 0.11% among 96,000. displacement, % at 20 µM; hits with a dose series show IC50 in µM. AID 748. FP displacement of FITC-TR3 peptide from Bcl-B; higher % means a stronger effect;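 active = displacement above 50% at 20 µM plus a fluorescence interference ratio under 1.5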;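 note: plate controls were wells without compound for no effect and wells lacking Bcl-B protein for full effect; a part of the inactive calls stands beside numbers as strong as those of hits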
MRP resist rev cytotoxicity: recorded beside MRP resist rev, whose call it bears; viability, %; H69AR cells, CellTiter-Glo, 72 h; measured here: cytotoxicity without doxorubicin
MRP resist rev with doxorubicin: recorded beside MRP resist rev, whose call it bears; viability, %; measured here: viability with 2 uM doxorubicin; stronger effect = lower value
IL1B NFkB inh cell count 2 µM: further read-out of IL1B NFkB inh, marked with its call; cell count; measured here: cells passing quality filter;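 raw number of nuclei counted in each imaged well without normalization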
IL1B NFkB pot cell count 2 µM: second read-out of IL1B NFkB pot, no call of its own (marks repeat the call); cell count; measured here: cells passing quality filter
* hit, by the source's call; / = no result given. An excerpt, so the mix of outcomes need not match the whole.

The opening 5 compounds, to show the layout:
item	SMILES	IL1B NFkB inh	IL1B NFkB pot cell count 2 µM	IL1B NFkB inh cell count 2 µM	IL1B NFkB pot	MRP resist rev
1	O=C(NCc1cccs1)c1csc2ccccc12	4	187	187	-4	3
2	CCOC(=O)c1ccccc1NC(=O)CSc1ncc(C(=O)OCC)c(N)n1	-12	128	128	12	4
3	O=c1cc(-c2ccc(Cl)cc2)[nH][nH]1	-5	151	151	5	-1
4	CCOc1ccccc1NC(=O)c1cccc(NC(=O)CC(c2ccccc2)c2ccccc2)c1	-6	139	139	6	/
5	CCS(=O)(=O)N1CCCC(C(=O)NCCCN(C)Cc2ccccc2)C1 (stereo not given)	-19	128	128	19	/

item	MRP resist rev with doxorubicin	Bcl-B TR3 displacers	PLAP inhibition	MRP resist rev cytotoxicity
1	99	-1%	18%	102
2	83	1%	-18%	87
3	92	-5%	-35%	91
4	/	-3%	-17%	/
5	/	-7%	7%	/

All compounds of this part, repeating the preview:
item	SMILES	IL1B NFkB inh	IL1B NFkB pot cell count 2 µM	IL1B NFkB inh cell count 2 µM	IL1B NFkB pot	MRP resist rev
1	O=C(NCc1cccs1)c1csc2ccccc12	4	187	187	-4	3
2	CCOC(=O)c1ccccc1NC(=O)CSc1ncc(C(=O)OCC)c(N)n1	-12	128	128	12	4
3	O=c1cc(-c2ccc(Cl)cc2)[nH][nH]1	-5	151	151	5	-1
4	CCOc1ccccc1NC(=O)c1cccc(NC(=O)CC(c2ccccc2)c2ccccc2)c1	-6	139	139	6	/
5	CCS(=O)(=O)N1CCCC(C(=O)NCCCN(C)Cc2ccccc2)C1 (stereo not given)	-19	128	128	19	/
6	Cc1cccc(N2CCN(C(=O)c3ccc(NS(=O)(=O)c4c(C)noc4C)cc3)CC2)c1C	-10	114	114	10	13
7	CC(C)n1nnnc1SCC(=O)c1ccc2c(c1)OCCO2	-3	176	176	3	-3
8	CCn1c(=O)c(=O)[nH]c2cc(C(=O)NC3CCCc4ccccc43)ccc21 (stereo not given)	/	/	/	/	-40
9	CCN(C#N)c1nc(N(C)C)nc(N(C)C)n1	28	146	146	-28	-5
10	CN(c1ccccc1)c1nc(-n2ccnc2)nc(-n2ccnc2)n1	-17	167	167	17	-23
11	O=C(CN1CCCN(S(=O)(=O)c2ccc(Br)cc2)CC1)Nc1ccc2cn[nH]c2c1	-20	140	140	20	-4
12	COc1cc(C2C(C(=O)OC(C)C)=C(C)Nc3ncnn32)cc(OC)c1OC (stereo not given)	/	/	/	/	9
13	CCOc1ccc(N2C(=O)/C(=C/c3cccs3)N(CC(=O)OC)C2=S)cc1	-17	170	170	17	/
14	CS(=O)(=O)N(CCc1ccccc1)CC(=O)N1CCN(Cc2ccccc2)CC1	1	129	129	-1	4
15	Cn1cc(/C=N/n2cnc3scc(-c4ccccc4)c3c2=O)c2ccccc21	2	174	174	-2	-26

item	MRP resist rev with doxorubicin	Bcl-B TR3 displacers	PLAP inhibition	MRP resist rev cytotoxicity
1	99	-1%	18%	102
2	83	1%	-18%	87
3	92	-5%	-35%	91
4	/	-3%	-17%	/
5	/	-7%	7%	/
6	65	0%	-39%	78
7	94	7%	16%	92
8	72	5%	-12%	32
9	106	-4%	8%	101
10	54	1%	-4%	32
11	6	/	/	2
12	94	-5%	-54%	102
13	/	2%	17%	/
14	90	/	/	94
15	54	-7%	-12%	28

Full records from above:
CN(c1ccccc1)c1nc(-n2ccnc2)nc(-n2ccnc2)n1 in the list: IL1B NFkB inh: -17; IL1B NFkB pot cell count 2 µM: 167; IL1B NFkB inh cell count 2 µM: 167; IL1B NFkB pot: 17; MRP resist rev: -23; MRP resist rev with doxorubicin: 54; Bcl-B TR3 displacers: 1%; PLAP inhibition: -4%; MRP resist rev cytotoxicity: 32
CCOC(=O)c1ccccc1NC(=O)CSc1ncc(C(=O)OCC)c(N)n1 in the list: IL1B NFkB inh: -12; IL1B NFkB pot cell count 2 µM: 128; IL1B NFkB inh cell count 2 µM: 128; IL1B NFkB pot: 12; MRP resist rev: 4; MRP resist rev with doxorubicin: 83; Bcl-B TR3 displacers: 1%; PLAP inhibition: -18%; MRP resist rev cytotoxicity: 87

(more compounds)
item	SMILES	IL1B NFkB inh	IL1B NFkB pot cell count 2 µM	IL1B NFkB inh cell count 2 µM	IL1B NFkB pot	MRP resist rev
16	CCC(C)(C(=O)NC1CCCC1)N(CC1CCCO1)C(=O)c1ccc2c(c1)OCO2 (stereo not given)	-27	121	121	27	6
17	C=CCOc1ccc(C2/C(=C(\O)c3c(C)[nH]c(C(=O)OC)c3C)C(=O)C(=O)N2CCN(C)C)cc1 (stereo not given)	0	178	178	0	4
18	CCN(CC)C(=O)CN1CCC(n2c(C)nc3cc(C(F)(F)F)ccc32)CC1	-8	161	161	8	0
19	CCCc1nnc(SCC(=O)N2CCCC(C)C2)n1CC1CCCO1 (stereo not given)	3	156	156	-3	5
20	Cc1cccc(-n2c(SCCC(=O)O)nnc2-c2cccs2)c1C	-23	172	172	23	23
21	COC(=O)c1sccc1-c1ccc(/C=N/OCc2c(Cl)cccc2Cl)o1	-12	146	146	12	/
22	O=C(c1cc(Cl)c(=O)n(Cc2ccccc2)c1)N1CCOCC1	-11	146	146	11	/
23	COc1cc(/C=N/N2C(=O)CSC2=S)ccc1O	-19	198	198	19	15
24	COc1ccc(NC(=O)CSc2nc3sc(C)c(C)c3c(=O)n2Cc2ccco2)cc1	-2	100	100	2	3
25	COc1cc(OC)c(OC)cc1CNCCNC(=O)c1nonc1N	-1	130	130	1	1
26	CCC(C)NC(=O)C1CCN(S(=O)(=O)c2cccs2)CC1 (stereo not given)	-4	148	148	4	/
27	Cc1ccc2c(c1)CCCN2C(=O)c1cccs1	-14	126	126	14	28
28	Cc1nc2ccccn2c1-c1csc(NCc2ccco2)n1	-4	104	104	4	4
29	CC(O)CNC(=O)C1CCN(Cc2ccc(OCc3ccccc3)cc2)CC1 (stereo not given)	10	99	99	-10	17
30	COc1ccc(-c2cnc(N)nc2-c2ccc(OC)cc2O)cc1	-3	96	96	3	-14

item	MRP resist rev with doxorubicin	Bcl-B TR3 displacers	PLAP inhibition	MRP resist rev cytotoxicity
16	92	-2%	-18%	98
17	85	0%	-4%	88
18	90	-2%	-54%	91
19	77	7%	3%	82
20	79	-11%	-18%	102
21	/	-5%	14%	/
22	/	0%	0%	/
23	86	-44%	-120%	101
24	101	-63%	15%	104
25	89	-10%	5%	89
26	/	-2%	-26%	/
27	66	-2%	12%	93
28	73	6%	-30%	78
29	83	3%	-48%	100
30	63	7%	13%	49

(continued)
item	SMILES	IL1B NFkB inh	IL1B NFkB pot cell count 2 µM	IL1B NFkB inh cell count 2 µM	IL1B NFkB pot	MRP resist rev
31	CCOC(=O)N1CCN(C(=O)c2ccc3c(c2)N(Cc2ccc(C)cc2)CCS3)CC1	-7	182	182	7	3
32	CCCCCCn1c(CN2CCC(C)CC2)nc2c1c(=O)n(C)c(=O)n2C	-4	137	137	4	-3
33	O=C(C1CC1)N1CCc2cc(Br)cc(S(=O)(=O)N3CCN(c4ccccn4)CC3)c21	/	/	/	/	18
34	CN1CCCCCC1=NC1=C(C#N)CCCC1	5	92	92	-5	-3
35	Cn1c(Br)nc2c1c(=O)n(CC(O)COc1ccccc1)c(=O)n2C (stereo not given)	6	137	137	-6	15
36	COc1ccc(-c2cc(C(F)(F)F)nc(N3CCOCC3)n2)cc1	-5	169	169	5	5
37	CCc1c(C)nc2cc(C)[nH]n2c1=O	/	/	/	/	-2
38	CCOP(=O)(OCC)c1nc(-c2cccc3ccccc23)oc1NCc1ccccc1	-18	114	114	18	/
39	Cn1nnc(NC(=O)c2cccc(F)c2)n1	0	70	70	0	8
40	CN(c1ccc(C(=O)N2CCc3ccccc3C2)cc1)S(C)(=O)=O	4	95	95	-4	10
41	Cc1ccc(-c2csc(NC(=O)c3cccc([N+](=O)[O-])c3)n2)cc1	-11	145	145	11	/
42	CCn1c(SCC(=O)Nc2cccc(NC(C)=O)c2)nnc1C(C)C	-11	114	114	11	12
43	COc1cc(C(=O)NCc2ccc(C)cc2)ccc1OCc1c(C)noc1C	-8	149	149	8	3
44	Cc1ccc(C(=O)c2c[nH]c(C(=O)NCc3cccnc3)c2)cc1	-6	241	241	6	/
45	CCNC(=O)CCCOc1ccc(Cl)cc1Cl	-9	46	46	9	4

item	MRP resist rev with doxorubicin	Bcl-B TR3 displacers	PLAP inhibition	MRP resist rev cytotoxicity
31	28	-14%	-74%	31
32	98	/	/	95
33	91	0%	-56%	109
34	89	1%	7%	86
35	77	-1%	-53%	92
36	76	9%	5%	81
37	99	-1%	11%	97
38	/	1%	-7%	/
39	96	-4%	-2%	104
40	90	/	/	100
41	/	8%	7%	/
42	94	4%	-19%	106
43	83	-2%	11%	86
44	/	-4%	-27%	/
45	100	-4%	-17%	104

Remaining list, next part.
item	SMILES	IL1B NFkB inh	IL1B NFkB pot cell count 2 µM	IL1B NFkB inh cell count 2 µM	IL1B NFkB pot	MRP resist rev
46	O=C(c1ccc2c3c(cccc13)C(=O)N(O)C2=O)N1CCCCC1	-13	125	125	13	-33
47	CCCc1nnc(NC(=O)CC(=O)OCC)s1	-19	129	129	19	-7
48	O=C(NCc1ccc(C(F)(F)F)cc1)C1CC(c2ccccc2[N+](=O)[O-])=NO1 (stereo not given)	4	115	115	-4	/
49	Cc1cc2oc(=O)c3c(c2cc1OC(=O)c1ccco1)CCCC3	-12	130	130	12	-27
50	COC(=O)c1c(C)oc(C)c(C(=O)OC)c1=O	6	210	210	-6	9
51	COc1cccc(CNC(=O)CCNS(=O)(=O)c2cccs2)c1	/	/	/	/	10
52	COc1ccc(CNc2ccc(-c3ccc(OC)cc3)nn2)cc1	14	69	69	-14	8
53	CN(C)S(=O)(=O)Oc1cccc(C(=O)Nc2ccc(Cl)c(Cl)c2)c1	13	163	163	-13	/
54	CCN1C(=O)/C(=C/c2nc3ccccc3c(=O)n2-c2ccccc2)c2ccccc21	-8	114	114	7	/
55	O=C(c1cccs1)N(Cc1nc2sc3c(c2c(=O)[nH]1)CCCC3)C1CCCC1	-2	65	65	2	0
56	Cc1cc(C)cc(-n2c(SCC(=O)NCc3ccco3)nc3ccccc3c2=O)c1	2	166	166	-2	-22
57	CN(C)S(=O)(=O)c1ccc2c(c1)C(CC(=O)O)NC2=O (stereo not given)	-9	96	96	9	-5
58	CCC(C)(NC(=O)c1cccc(N2C(=O)CSC2c2ccccc2)c1)C(=O)Nc1ccccc1C (stereo not given)	16	108	108	-16	/
59	CCOc1cc(/C=N/NC(=O)Cn2nc([N+](=O)[O-])cc2C)ccc1OCc1ccc(F)cc1	3	172	172	-3	-9

item	MRP resist rev with doxorubicin	Bcl-B TR3 displacers	PLAP inhibition	MRP resist rev cytotoxicity
46	58	0%	4%	25
47	101	0%	4%	94
48	/	6%	-1%	/
49	76	-14%	13%	50
50	84	-20%	6%	93
51	100	-17%	3%	109
52	75	6%	7%	83
53	/	10%	0%	/
54	/	20%	10%	/
55	86	-3%	-60%	86
56	88	-8%	7%	66
57	106	-2%	-28%	102
58	/	-4%	-18%	/
59	93	-6%	-4%	84

Assay outcomes as filed in PubChem BioAssay.
